Hsp70 displacement: small molecules displacing fluorescent ligand from Hsp70 – biochemical, fluorescence polarization, primary screen (AID 583); Hsp70 fluorescence polarization probe displacement, mP; higher % means a stronger effect; displacement, % at 20 µM; hits with a dose series show IC50 in µM; 0.06% of 140,000 active; in the data active means displacement above about 50%;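 further: plate controls were vehicle for no effect and reference ligand for full effect; a part of the inactive calls stands beside numbers as strong as those of hits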
MKP-3 inhibition: inhibition of rat DUSP6 enzyme activity – biochemical, in vitro, primary screen (AID 425) | recombinant MKP-3 phosphatase activity, fluorescence; higher % means a stronger effect | one-dose inhibition, % at 20 µM; IC50 in µM for titrated hits | 0.17% of 110,000 active; in the data active means inhibition above about 50%;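 further: plate controls were vehicle for no effect and reference inhibitor for full effect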
* hit, by the source's call; · = no result given; & = joins results of further samples. This is a subset. The share of hits here may be higher or lower than overall.

Sample of the layout (two entries):
SMILES	Hsp70 displacement	MKP-3 inhibition
COc1c(Cl)cc(Cl)cc1C(=O)Nc1ccccc1N1CCN(C(C)=O)CC1	5.1%	6.9%
CCOC(=O)c1sc2nccc3c2c1N=CN3c1ccccc1	0.2%	6.4%

This part in full, from the start:
SMILES	Hsp70 displacement	MKP-3 inhibition
COc1c(Cl)cc(Cl)cc1C(=O)Nc1ccccc1N1CCN(C(C)=O)CC1	5.1%	6.9%
CCOC(=O)c1sc2nccc3c2c1N=CN3c1ccccc1	0.2%	6.4%
COc1ccc(C(=O)Nc2cccc(NC(=O)c3ccc(Cl)cc3Cl)c2)cc1	-17.7%	10.0%
COc1ccc(Br)cc1S(=O)(=O)N1CCOCC1	3.1%	-1.2%
Cc1ccc2nc(-c3ccc(N=Cc4ccc(Cl)c([N+](=O)[O-])c4)cc3)sc2c1	1.4%	-2.9%
CC1CCc2nn(CC(=O)NCCC3=CCCCC3)cc2C1 (stereo not given)	3.0%	-7.6%
COc1ccc(OC)c(NC(=O)Cn2cc(C#N)c3cc(Br)ccc32)c1	0.2%	-9.1%
COc1ccc(-n2c(SCC(N)=O)nc3sc4c(c3c2=O)CCN(C)C4)cc1	3.4%	2.8%
Cc1ccc([N+](=O)[O-])cc1N1C(=O)C=CC1=O	0.0%	3.1%
CN1C(=O)c2ccc(S(=O)(=O)c3ccc(C(=O)O)cc3)cc2C1=O	1.2%&3.0%	-0.9%&2.7%
CC(=O)Nc1ccc(S(=O)(=O)NCCN2CCOCC2)cc1	4.1%	0.0%
CCOc1ccccc1/C=N/NC(=O)c1ccccc1[N+](=O)[O-]	-1.7%	-4.7%
CC(=O)N1CCN(c2ccc(Cl)cc2[N+](=O)[O-])CC1C (stereo not given)	2.8%	0.8%
CCOC(=O)c1ccc2[nH]c3c(c2c1)CCCC3O (stereo not given)	2.4%	4.8%
O=C(COc1cccc2cccnc12)NCC(F)(F)F	13.9%	-5.3%
OCCn1c(Cl)nc2ccccc21	0.9%	·
O=C(NCCCO)/C(=C/c1ccc2c(c1)OCO2)NC(=O)c1ccc(Br)o1	-1.5%	0.2%
COc1ccc(N(C(=O)Nc2ccccc2Cl)C(CC(=O)C2CC2)c2ccccc2)cc1 (stereo not given)	-7.6%	0.2%
O=C1NCCCC2c3cc(O)c4ccccc4c3OC12N1CCCCC1 (stereo not given)	11.6%	32.3%
CCC1CC(CSc2ncn[nH]2)OC1=O (stereo not given)	1.2%	·

Part of the list above, with values under each structure.
Under each structure – Hsp70 displacement | MKP-3 inhibition
CCOC(=O)c1sc2nccc3c2c1N=CN3c1ccccc1
 : 0.2% | 6.4%
COc1ccc(C(=O)Nc2cccc(NC(=O)c3ccc(Cl)cc3Cl)c2)cc1
 : -17.7% | 10.0%
COc1ccc(Br)cc1S(=O)(=O)N1CCOCC1
 : 3.1% | -1.2%
Cc1ccc2nc(-c3ccc(N=Cc4ccc(Cl)c([N+](=O)[O-])c4)cc3)sc2c1
 : 1.4% | -2.9%

Following part.
SMILES	Hsp70 displacement	MKP-3 inhibition
C/C(N)=C(/C#N)C(=O)COC(=O)c1cc(S(=O)(=O)N2CCCCC2)ccc1C	2.8%	0.8%
Cc1cccc2cc(CN(CC3CCCO3)C(=O)NC3CCCCC3)c(=O)[nH]c12 (stereo not given)	3.5%	-3.6%
CCOC(=O)CC(=O)Nc1c(C)cc(C)cc1C	3.6%	-7.6%
CC(=O)c1sc(NC(=O)c2cc3c(C)nn(-c4ccccc4)c3s2)nc1C	0.7%	·
O=c1oc(/C=C\c2ccccc2)nc2ccc(Br)cc12	-7.5%	3.4%
O=C(c1oc(=O)c2ccccc2c1-c1ccccc1)N1CCC(O)CC1	10.8%	5.4%
Cc1ccc(C)c(NS(=O)(=O)c2ccc(OCC(=O)NCc3ccco3)cc2)c1	2.0%	-9.6%
CCOC(=O)COc1cc(Br)c(C2NC(=O)NC(C)=C2C(C)=O)cc1OCC (stereo not given)	0.4%	·
Cc1ccc2c(SCC(=O)NCc3ccco3)nc(-c3ccc(F)cc3)nc2c1	-3.3%	-5.0%
O=C(CCN1C(=O)c2ccccc2C1=O)NC1CCCCCC1	-0.1%	-0.7%
COc1ccccc1N(CC(=O)Nc1ccc(C(C)C)cc1)S(=O)(=O)c1ccccc1	-2.4%	-0.8%
COc1ccc2c(c1OC)C(=O)N1C(C(=O)O)Cc3c([nH]c4ccccc34)C21 (stereo not given)	7.3%	-5.5%
N#Cc1nc(COc2ccccc2)oc1N1CCC(Cc2ccccc2)CC1	-5.3%	-3.4%
Cc1cccc(N2CCN(C(=O)C3CCN(c4nnc(-n5cccc5)s4)CC3)CC2C)c1 (stereo not given)	4.2%	-5.2%
CCOC(=O)c1c(NC(=O)c2ccc(Cl)cc2Cl)sc(C(=O)Nc2ccccc2C)c1C	-2.2%	5.5%
Cc1cccc(NCc2ccccc2O)c1	3.5%	-2.3%
COc1cc2c(cc1OC)CN(Cc1nc3ccsc3c(=O)[nH]1)CC2	3.7%	-0.9%
COc1ccc2c(=O)cc(C(F)(F)C(F)(F)F)oc2c1	0.0%	-1.2%
Cc1cnc(NC(=O)CN(C)S(=O)(=O)c2ccc(Cl)cc2)s1	-2.3%	-1.7%
CCN1CCN(C(=O)N[C@@H](C(=O)N[C@@H]2C(=O)N3[C@@H]2SC(C)(C)[C@@H]3C(=O)O)c2ccccc2)C(=O)C1=O	-1.0%	-0.4%
CS(=O)(=O)N(CC(=O)N1CCCCCC1)c1ccccc1	1.9%	-2.6%
O=C(Nc1cc(C(F)(F)F)ccc1N1CCOCC1)c1cn2ccccc2n1	-0.2%	·
COc1ccc2c(c1OC)C(=O)N(c1nc(-c3ccccc3)cs1)C2=O	2.1%	1.6%
O=C(O)C1C2C=CC(O2)C1C(=O)Nc1ccccc1C(F)(F)F (stereo not given)	·	4.5%
C=CCN=C(NC#N)SCC(=O)c1cccc(OC)c1	-2.5%	-9.2%
CCCn1c(=O)[nH]c(=O)c2c1nc(-c1ccccc1)n2CCN1CCOCC1	1.2%	·
CCN(CC)c1ccc(C2CC(=O)NC3=C2C(=O)CC(C)(C)C3)cc1 (stereo not given)	5.7%	-4.3%
O=C(NCC1CCCO1)c1cc2n(n1)C(C(F)(F)F)CC(c1ccc(Cl)cc1)N2 (stereo not given)	4.6%	3.7%
CN(c1ccccc1C(=O)Nc1ccc(S(=O)(=O)N2CCCC2)cc1)S(C)(=O)=O	2.5%	·
O=C(Nc1cccc(-c2nc3ccccc3s2)c1)c1cc2ccccc2oc1=O	-5.7%	2.9%
O=C(COC(=O)c1ccc(S(=O)(=O)N2CCOCC2)cc1)NC1CCCCCC1	1.0%	-2.9%
O=C(CSc1ccccn1)N1CCN(C(=O)CSc2ccccn2)CC1	2.9%	-2.1%
O=C(c1cccs1)N1CCN=C1SCc1cccnc1	7.6%	11.3%
Cc1noc(/C=C/NCc2cccnc2)c1S(=O)(=O)N(C)CC(=O)N1CCc2ccccc21	3.0%	0.4%
COc1ccccc1N1N=C(c2ccc([N+](=O)[O-])cc2)CC1c1ccccc1 (stereo not given)	-6.6%	-3.3%
COCCCNCC(=O)Nc1ccc(OC(F)(F)F)cc1	2.0%	-7.9%
Cc1cc2nc(-c3ccc(NC(=O)c4ccccc4)cc3O)oc2cc1C	-5.9%	1.9%
COc1ccc(-c2ncc3ccccn23)cc1OC	2.4%	·
O=C(C1CC=CCC1)N1CCN(C(=O)C2CC=CCC2)CC1 (stereo not given)	6.5%	·
COc1ccccc1N1CCN(C(=S)Nc2ccc(F)cc2)CC1	-2.8%	0.3%
COC(=O)c1ccc2[nH]c(C)c(CN3CCCC3)c(=O)c2c1	1.4%	9.9%
Cc1oc2cc(Br)c(O)cc2c1C(=O)OC(C)C	-7.2%	4.0%
O=C(c1ccc(S(=O)(=O)N2CCCC2)cc1)N1CCN(C/C=C/c2ccccc2)CC1	0.5%	3.2%
O=C(CN1C(=O)COc2ccccc21)N(Cc1ccc2c(c1)OCO2)CC1CCCO1 (stereo not given)	1.4%	-3.8%
COc1ccc(C2CC(c3cccs3)n3nc(N)nc3N2)cc1 (stereo not given)	-6.9%	-2.3%
O=C(Cn1nnc2ccccc21)NNC(=S)Nc1ccccc1	1.9%	0.1%
CCc1ccccc1-n1c(SCC(=O)NC)nnc1-c1cccnc1	-2.1%	-12.7%
CC(=O)c1c(C)nn(CCC(=O)O)c1C	3.3%	-12.6%
CN(C)CCCNC(=O)c1ccc(-c2ccccc2)cc1	5.6%	-8.8%
CC(=O)Nc1ccc(-c2nnc(SCC(=O)n3c4c(c5ccccc53)CCCC4)n2C)cc1	6.4%	30.2%
CC(C)c1nnc(NC(=O)CCC(=O)N2CCN(c3ccccn3)CC2)s1	2.4%	·
CCN(CC)CCn1c(NC(C)=O)nc2ccccc21	0.9%	1.2%
COc1cc2c(cc1NC(=O)CN1CCN(S(=O)(=O)c3ccc(F)cc3)CC1)oc1ccccc12	0.7%	0.4%
Cn1c(=O)c2c(nc(SCC(=O)OCc3ccccc3)n2C)n(C)c1=O	-6.0%	2.6%
CC(=O)c1ccc(NS(=O)(=O)c2ccccc2)cc1	2.7%	-8.2%
Cc1ccc(NC(=S)NCC2CCCO2)cc1C (stereo not given)	-6.2%	·
Cc1ccc(NC(=O)c2ccccc2)s1	1.4%	-3.3%
CCN1CCCC1CNC(=O)C1CCCN(S(=O)(=O)c2cccc3nsnc23)C1 (stereo not given)	-2.7%	-6.1%
COc1cc(/C=N/NC(=O)c2cccnc2)ccc1OC(=O)c1cccc(Br)c1	-5.0%	-0.3%
CCOCCCNC(=O)CN1C(=O)CSc2cc(S(=O)(=O)N3CCCCCC3)ccc21	1.1%	-15.1%

(next part)
SMILES	Hsp70 displacement	MKP-3 inhibition
CC(NC(=O)Cc1ccc(F)cc1)C(c1cccs1)N1CCN(C)CC1 (stereo not given)	-0.2%	·
COc1ccc2nc(N/C(N)=N/S(=O)(=O)c3ccc(C)cc3)nc(C)c2c1	-3.9%	1.7%
O=C(Nc1cccc(Br)c1)C1C2CCC3C(CCC21)C3(Cl)Cl (stereo not given)	2.5%	2.2%
O=[N+]([O-])c1ccccc1OCCOCCN1CCOCC1	-1.6%	-2.3%
CCOC(=O)CC(NC(=O)c1cccs1)c1ccc(OCC)cc1 (stereo not given)	3.6%	·
O=C(Cn1cnnn1)Nc1ccccc1Cc1ccccc1	1.4%	0.2%
COc1cc(-c2cccs2)cc(=O)c2c(C)oc(C)c12	-3.6%	-8.0%
CCCCCCCCCC(=O)N/N=C(\C)c1cccnc1	6.0%	·
CSc1nc(C)c2cc(C)oc2n1	-4.1%	-5.6%
O=c1[nH]c(CN2CCN(c3ccccc3)CC2)nc2ccccc12	2.8%	-5.5%
COC(=O)CSc1nc(-c2ccc(C)cc2)c2c(c1C#N)CCCC2	-0.9%	·
CC(=O)ON1C(c2ccccc2)N=C(c2ccccc2)C1(C)C (stereo not given)	3.2%	-1.9%
Cc1ccc(C(=O)Nc2ccc(C(N)=O)cc2)cc1[N+](=O)[O-]	2.2%	2.6%
Cc1csc(NC(=O)C(CC(C)C)NS(=O)(=O)c2ccc3c(c2)oc(=O)n3C)n1 (stereo not given)	-1.8%	-6.5%
COc1ccc2c(c1)OCC/C2=N\OC(=O)c1cc(F)c(F)cc1Cl	·	3.3%
Cc1ccnc(NS(=O)(=O)c2ccc(NC(=O)c3cc(-c4ccc(Br)cc4)nc4ccccc34)cc2)n1	-4.5%	4.3%
CC(C)N1CC2(c3ccccc3)CN(C(C)C)CC(c3ccccc3)(C1)C2=O	2.1%	·
CC(C)CNC(=O)c1ccc(COc2ccc(Cl)cc2Cl)o1	4.5%	·
COCCn1c(SCC(=O)NCc2ccccc2)nnc1-c1ccco1	5.7%	·
CCN(Cc1ccccc1)S(=O)(=O)c1c(C)cc(C)cc1C	2.4%	0.2%
Cc1cc([N+](=O)[O-])ccc1NC(=O)/C=C/c1ccccc1Cl	6.6%	-0.9%
N#Cc1ccccc1OCC(=O)N/N=C/c1ccccc1	-5.2%	2.6%
COc1ccc(N(CC(=O)Nc2cccc3ccccc23)S(C)(=O)=O)cc1Cl	-1.5%	-7.3%
CCOC(=O)N1CCC(C(N)=O)CC1	-1.1%	-2.1%
CCOc1ccc(-c2cc(CCCC(=O)Nc3cc(OC)ccc3OC)no2)cc1	-0.2%	4.8%
Cc1cc(NC(=O)COC(=O)C2COc3ccccc3O2)no1 (stereo not given)	1.4%	5.3%
COc1ccc(Cc2nnc(NC(=O)c3cccs3)s2)cc1	0.8%	-1.7%
CCOC(=O)C1CCN(C(=O)c2cccc(F)c2)CC1	0.2%	2.4%
COc1ccc(C(=O)Nc2ccc(OC)cc2[N+](=O)[O-])c(OC)c1	-3.8%	-0.6%
CCOC(=O)CSc1ccc(S(=O)(=O)N(C)C2CCCCC2)cc1[N+](=O)[O-]	-2.6%	·
O=C(N/N=C\c1ccc(F)cc1)C(Nc1cc([N+](=O)[O-])ccc1O)c1ccccc1 (stereo not given)	2.4%	4.3%
COc1ccccc1CN1CCN(S(=O)(=O)c2ccc(Cl)cc2)CC1	4.5%	2.4%
N#Cc1cc(C(=O)c2cc(Br)ccc2O)cn(C2CCCCC2)c1=O	-1.5%	·
CC(NC(=O)c1ccc(I)cc1)c1ccccc1 (stereo not given)	4.8%	-1.6%
O=S(=O)(Cc1ccccc1)N1CCN(c2ccccc2)CC1	-0.5%	·
COc1cc(NS(=O)(=O)c2ccc(N)cc2)ncn1	·	-0.3%&0.2%
Cc1ccc(OCCOc2ccc(Br)cc2C=C2C(=O)NC(=S)NC2=O)cc1	1.7%	6.4%

Whole records, quoted from the list:
Cc1cnc(NC(=O)CN(C)S(=O)(=O)c2ccc(Cl)cc2)s1 reads Hsp70 displacement = -2.3%; MKP-3 inhibition = -1.7%
O=C(NCCCO)/C(=C/c1ccc2c(c1)OCO2)NC(=O)c1ccc(Br)o1 reads Hsp70 displacement = -1.5%; MKP-3 inhibition = 0.2%
COC(=O)CSc1nc(-c2ccc(C)cc2)c2c(c1C#N)CCCC2 reads Hsp70 displacement = -0.9%; MKP-3 inhibition = ·

Screens as filed in PubChem.
